FEN1 inhibitor – blocks human flap endonuclease 1; P39748; Recombinant FEN1 flap cleavage, fluorescence, 15 min; 390,000 compounds, 0.35% hits; Potency, µM (top dose mostly 114 µM), without a hit: at the top dose activity change, negative = inhibition, usual class: inhibitors; further: nearly all actives have a fitted effect of over 65% in size
Target sequence (P39748 whole entry, looked up): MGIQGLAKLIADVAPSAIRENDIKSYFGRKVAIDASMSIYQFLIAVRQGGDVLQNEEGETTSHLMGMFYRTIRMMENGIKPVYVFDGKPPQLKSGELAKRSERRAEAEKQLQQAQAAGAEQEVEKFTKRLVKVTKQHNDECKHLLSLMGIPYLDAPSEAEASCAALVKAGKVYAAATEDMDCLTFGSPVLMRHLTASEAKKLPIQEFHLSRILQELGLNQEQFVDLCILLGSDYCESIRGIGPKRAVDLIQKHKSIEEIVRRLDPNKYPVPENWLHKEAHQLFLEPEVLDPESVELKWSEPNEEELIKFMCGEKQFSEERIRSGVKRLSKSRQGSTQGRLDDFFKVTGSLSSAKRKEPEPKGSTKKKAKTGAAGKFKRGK
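FEN1 at 10 nM, compound pretreatment for 15 min (room temperature), 50 nM final substrate to initiate; endpoint reads at 0 and 15 min; DMSO-only plates used as vehicle background.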
N370S GC – inhibits or activates N370S mutant glucocerebrosidase; N370S GC spleen homogenate, 4MU-glucoside fluorescence; Potency, µM (series often up to 59.4 µM), for inactives: top-dose activity change, negative = inhibition, actives largely listed as inhibitors; 330,000 compounds, 0.092% hits; AID 2101; P04062;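 further: 0% = full enzyme activity and -100% = no enzyme basal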
GCN5L2 inh – inhibitors of human GCN5L2 histone acetyltransferase; Q92830; GCN5L2 HAT assay, ThioGlo1 CoA-SH fluorescence; Potency, µM (series often up to 58.9 µM), inactives show top-dose activity change, negative = inhibition, usual class: inhibitors; 390,000 compounds, 0.21% hits; AID 504327
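Titration-based screen in which CoA formation is detected via maleimide probe ThioGlo1 (50uM) turning fluorescent on thiol reaction; substrates H3(1-25) 75uM and acetyl-CoA 70uM, GCN5L2 20nM, 20 min incubation at room temperature.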
* marks the source's active call; other numbers are inactive results; ? = inconclusive; / = no result given; & = joins results of further samples. The call rests on the fitted dose curve; in most records, active means well fitted curve in the direction sought with a large enough effect; inconclusive means small, poorly fitted or top-dose-only effect, or another doubt; inactive means no such curve, though single readings can be large; an effect the other way counts as inactive or inconclusive. Unless noted, on the % scale 0 is the no-effect control and ±100 the full control effect; potency means the concentration at half of the fitted maximal effect. Outcome played no part in choosing rows. Share with any hit: about 0.54%.

SMILES	FEN1 inhibitor	N370S GC	GCN5L2 inh
COc1ccc(CN2CCN(Cc3ccon3)CC2CCO)c(C)c1C (stereo not drawn)	17%	-11%	4%
CCOC(=O)c1c(-c2ccccc2)csc1N1C(=O)Nc2ccccc2N1O	-7%	-1%	-6%
CCOC(=O)Nc1cc(C(=O)OCC)c(C)nc1C	-1%	4%	-3%
Cc1ccc(Cl)cc1N1CCN(C(=O)c2cn(C3CCCCC3)c(=O)c3c2c2ccccc2n3C)CC1	15%	/	-8%
COc1ccc(OC[C@@H](O)CNC(=O)c2cccc3c2C(=O)c2ccc(Cl)cc2S3(=O)=O)cc1	5%	/	-8%
CN(C)c1ccc(/C=C/c2noc(-c3ccccc3O)n2)cc1	-3%	/	3%
CN(c1ccccc1)S(=O)(=O)c1cccc(C(=O)NCC(=O)Nc2ccc(F)c(F)c2F)c1	5%	/	-7%
CCOC(=O)c1c(NC=O)sc2c1CCC2	12%	6%	-4%
CCOc1ccccc1NC(=O)C1CCCN(S(C)(=O)=O)C1 (stereo not drawn)	-19%	0%	0%
CC(C)(C)c1ccc(C(=O)Nc2nc3nc(-c4ccccc4)cc(=O)n3[nH]2)cc1	2%	/	?
CCCCN(C)C(=O)c1nc2ccccn2c1CN1CCN(c2cnccn2)CC1	-11%	4%	-4%
COc1cc(/C=C2/C(=O)NN(c3ccc(Cl)c(Cl)c3)C2=O)cc([N+](=O)[O-])c1O	?	-22%	-6%
Cc1cccc(OCCNC(=O)c2cncc(Br)c2)c1	14%	3%	-3%
CCOc1ccc(CC(=O)NCc2ccc3c(c2)CCN3C(=O)c2ccc(F)cc2)cc1OCC	0%	/	-2%
CN(Cc1ccc(OCC(O)CN(C)Cc2ccccc2)cc1)Cc1nccn1C (stereo not drawn)	-5%	-3%	0%
C#CCN1C(=O)C(O)(CC(=O)c2cccc(OC)c2)c2ccccc21 (stereo not drawn)	6%	-6%	1%
Cc1ccc(NC(=S)NNC(=O)c2nn(C)c(C)c2Cl)cc1	5%	9%	-4%
Cc1ccc(-c2csc(NC(=O)c3cnccn3)n2)cc1C	0%	-2%	-7%
CCN(CC)S(=O)(=O)c1cccc(C(=O)NCC2CCCCC2)c1	-8%	-2%	-2%
Cc1ccc(NC(=O)NCCN2CCCCC2)cc1Cl	-16%	-6%	-5%
Cc1c(Cl)cccc1-c1ccc(CNCCCSc2nnnn2C)o1	-16%	/	-7%
COC(=O)CC1C(C)(C)C(O)C2CC3=C4C=C(OC)OC(c5ccoc5)[C@]4(C)CCC3[C@@]1(C)C2=O (stereo partly drawn)	/	11%	-6%
Cn1c(-c2ccccc2)c[n+]2c1CCCCC2	-3%	-26%	0%
Cc1ncc(CO)c(/C=N/NC(=S)Nc2ccc(C(C)C)cc2)c1O	-15%	?	1%
C=CCN1C(=O)C(Cc2cccc(C)c2)SC1=Nc1ccc(C(=O)O)cc1 (stereo not drawn)	-7%	18%	1%

Shown field by field: entries from further up
Cc1ccc(Cl)cc1N1CCN(C(=O)c2cn(C3CCCCC3)c(=O)c3c2c2ccccc2n3C)CC1
  FEN1 inhibitor: 15%; N370S GC: /; GCN5L2 inh: -8%
CC(C)(C)c1ccc(C(=O)Nc2nc3nc(-c4ccccc4)cc(=O)n3[nH]2)cc1
  FEN1 inhibitor: 2%; N370S GC: /; GCN5L2 inh: ?

The listing picks up; the 5 compounds before the break are reprinted first.
SMILES	FEN1 inhibitor	N370S GC	GCN5L2 inh
Cc1c(Cl)cccc1-c1ccc(CNCCCSc2nnnn2C)o1	-16%	/	-7%
COC(=O)CC1C(C)(C)C(O)C2CC3=C4C=C(OC)OC(c5ccoc5)[C@]4(C)CCC3[C@@]1(C)C2=O (stereo partly drawn)	/	11%	-6%
Cn1c(-c2ccccc2)c[n+]2c1CCCCC2	-3%	-26%	0%
Cc1ncc(CO)c(/C=N/NC(=S)Nc2ccc(C(C)C)cc2)c1O	-15%	?	1%
C=CCN1C(=O)C(Cc2cccc(C)c2)SC1=Nc1ccc(C(=O)O)cc1 (stereo not drawn)	-7%	18%	1%
COc1cc(NC(=O)c2nccn2C)cc(C(=O)Nc2cccc(C(F)(F)F)c2)c1	-4%	3%	-8%
N#Cc1cccc(C(=O)Nc2ccc(S(=O)(=O)Nc3nccs3)cc2)c1	13%	/	-7%
CS(=O)(=O)c1ccc(C(=O)OCC(=O)NC(=O)C2CCCCC2)cc1[N+](=O)[O-]	-1%	11%	-1%
CC(C)(C)[C@H]1COC(=O)CC/C=C\C[C@H](CC(=O)N(CCO)Cc2ccccc2)C(=O)N1	-9%	/	0%
Cc1cccc(C)c1OCC(=O)N(Cc1ccc(N(C)C)cc1)C1CCS(=O)(=O)C1 (stereo not drawn)	-1%	-19%	-4%
CCOc1ccc(S(=O)(=O)N2CCOCC2)cc1NC(=O)c1ccc(N2CCCC2=O)cc1	0%	3%	-4%
CCOc1ccccc1CNC(=O)C1CCN(C(=O)N2CC(CC)Oc3ccc(C)cc32)CC1 (stereo not drawn)	-3%	/	-9%
CON1C(=O)CN(C(C)=O)C1c1ccc(Cl)cc1Cl (stereo not drawn)	-3%	0%	-3%
O=C(Nc1ccccc1C(=O)O)c1cccc(S(=O)(=O)Nc2ccc(Br)cc2)c1	-16%	-1%	-26%
Cc1cc2c(cc1C)-n1c(-c3ccccc3)c3c(=O)n(C)c(=O)n(C)c3c1C(c1ccco1)N2 (stereo not drawn)	-21%	/	-10%
O=c1[nH]c2cc3c(cc2cc1C(c1nnnn1C1CCCC1)N1CCSCC1)OCCO3 (stereo not drawn)	9%	-12%	0%
CC(C)(C)c1ccc(S(=O)(=O)Nc2ccc3c(c2)COC3=O)cc1	-3%	26%	-16%
CCOC(=O)C1CCCN(c2nc3c(C)cccn3c(=O)c2/C=C(\C#N)C(=O)NCc2ccco2)C1 (stereo not drawn)	-16%	24%	-4%
CCn1c(C)cs/c1=N\C(=S)Nc1ccccc1C	0%	4%	-25%
CC(=O)Nc1ccc(CNc2ncnc3ccc(-c4c(C)noc4C)cc23)cc1	2%	-11%	?
Cc1ccc(NC(=O)CCc2nnc3ccc(N4CCC(C)CC4)nn23)nc1	1%	0%	-5%
Cc1cc([N+](=O)[O-])ccc1NC(=O)c1cncc(Br)c1	-3%	1%	-2%
COCCN(Cc1ccccc1)C(=S)Nc1ccc(OC(F)F)cc1	8%	10%	-4%
CN(CC(=O)Nc1ccccc1C(F)(F)F)C(=O)CN1C(=O)C2CCCCC2C1=O (stereo not drawn)	0%	-1%	-4%
Cc1ccc(-n2c(C)n[nH]c2=S)cc1C	-17%	-1%	1%
COc1ccc(N2C(=O)C3CCCN3C2c2ccc(C)o2)cc1Cl (stereo not drawn)	7%	-5%	3%
COc1ccc(C(=O)N2CCC(C(=O)N3CCN(Cc4ccccc4)CC3)CC2)cc1	-1%	3%	-3%
COc1cccc(OCc2nnc(SCc3cc(=O)[nH]c4ccccc34)o2)c1	-8%	9%	-5%
CCOCCCNC(=O)c1ccc(-n2c(-c3ccccc3)cc3c2CCCCC3)cc1	2%	/	-7%
O=Cc1cccn1-c1cccnc1	18%	-15%	0%

Record cards (already shown):
`CCOCCCNC(=O)c1ccc(-n2c(-c3ccccc3)cc3c2CCCCC3)cc1` is listed with FEN1 inhibitor = 2%; N370S GC = /; GCN5L2 inh = -7%
`Cc1ccc(NC(=O)CCc2nnc3ccc(N4CCC(C)CC4)nn23)nc1` is listed with FEN1 inhibitor = 1%; N370S GC = 0%; GCN5L2 inh = -5%

As entered above:
Value of `Cc1cc([N+](=O)[O-])ccc1NC(=O)c1cncc(Br)c1` in FEN1 inhibitor: -3%
Value of `COc1cc(/C=C2/C(=O)NN(c3ccc(Cl)c(Cl)c3)C2=O)cc([N+](=O)[O-])c1O` in N370S GC: -22%

(cont.)
SMILES	FEN1 inhibitor	N370S GC	GCN5L2 inh
COc1cc2c(cc1OC)C(CC(=O)O)N(C(=O)Nc1cc(OC)c(OC)c(OC)c1)CC2 (stereo not drawn)	4%	/	-6%
O=c1ccn(-c2cccc(C(F)(F)F)c2)nc1-c1ccn(-c2ccccc2)n1	1%	-2%	-1%
CC(C)CC1c2[nH]c3ccccc3c2CCN1C(=O)C1CCOCC1 (stereo not drawn)	7%	-3%	-3%
O=C(Cn1cc(SCc2ccc(Br)cc2)c2ccccc21)N1CCCCC1	-5%	/	-4%
O=C(NCCO)C(=O)NCC1OCCCN1S(=O)(=O)c1ccc2c(c1)OCCO2 (stereo not drawn)	2%	-4%	-12%
COc1cc(C=Nc2cccc([N+](=O)[O-])c2C)ccc1OC(C)=O	0%	-12%	-1%
Cc1cccc(OCC(=O)NC2CCCc3ccccc32)c1C (stereo not drawn)	2%	?	1%
NC(=O)c1ccc(NC(=O)CN2CCN(c3ccccc3)CC2)cc1	28%	-3%	-5%
Cc1ccc(N=C2SC(C(=O)Nc3ccc(OC(F)(F)F)cc3)C(N)=C2C(=O)Nc2c(C)cc(C)cc2C)cc1 (stereo not drawn)	-17%	6%	0%
Cn1cc(C(=O)NCc2ccccc2Cl)c(=O)c2cc(S(=O)(=O)N3CCCCCC3)ccc21	-2%	/	-4%
CCOC(=O)c1cccc(NC(=O)CN2CCN(c3ccc(OC)cc3)CC2)c1	2%	-4%	-2%
CC(=O)N/C(=C\c1ccccc1)C(=O)OCC(=O)c1c(N)n(C)c(=O)n(C)c1=O	8%	/	-1%
COC(=O)c1cc(NS(=O)(=O)c2ccc(N3CCOCC3)c(NC(C)=O)c2)cc(C(=O)OC)c1	-5%	-1%	-12%
Cc1ccc(N2CCN(C3=NC(=O)C(Cc4ccccc4)S3)CC2)cc1 (stereo not drawn)	17%	-4%	25%
CCOC(=O)CCn1cc(F)c(=O)n(Cc2ccccc2)c1=O	0%	6%	2%
O=C(Cc1cccc([N+](=O)[O-])c1)Nc1ccc(C(=O)N2CCCCC2)cc1	-6%	/	-2%
CCOC(=O)c1c(NC(=O)CN2C(=O)CN(C)C2=O)sc(C)c1C	-14%	4%	-9%
CCOC(=O)CN1CC23C=CC(O2)C(C(=O)Nc2cc(OC)ccc2OC)C3C1=O (stereo not drawn)	-5%	4%	-6%
O=C(O)C1CCCCC1C(=O)NCc1ccc2c(c1)OCO2 (stereo not drawn)	-1%	5%	-11%
CCOc1ccc(-n2ccnc2SCC(=O)Nc2nnc(C)s2)cc1	1%	7%	0%
N#Cc1ccc(C(=O)OCC(=O)N2CCCC2)cc1	7%	-17%	-16%
CSc1nn(CC(=O)Nc2ccc(C)cc2C)c(N)c1S(=O)(=O)c1ccc(Cl)cc1	6%	/	-9%
COC(=O)C1CCN(C(=O)COC(=O)COc2ccc(C#N)cc2)CC1	5%	-7%	-3%
CN(CC(=O)Nc1ccc(Cl)cc1)C(=O)c1ccc(COc2ccccc2)cc1	-5%	/	-12%
CCCCC1C2C(=O)N(c3ccc(C)cc3)C(=O)C2ON1c1ccccc1 (stereo not drawn)	3%	0%	-3%

Further records follow:
SMILES	FEN1 inhibitor	N370S GC	GCN5L2 inh
O=C(C1=C[C@@H](c2coc3ccccc3c2=O)C[C@@H](OCc2ccc(CO)cc2)O1)N1CCOCC1	-15%	5%	-2%
O=C(OCC(=O)N1CCOCC1)c1cc2ccccc2oc1=O	18%	/	-8%
CC1=CC(C)C(COC(=O)CN2CCCCC2)C(C)C1 (stereo not drawn)	5%	-1%	2%
COc1ccc(-c2noc(C(=O)NCc3ccc(F)cc3)n2)cc1OC	0%	-16%	-16%
CCc1ccccc1NC(=O)c1oc(=O)c2ccccc2c1-c1ccccc1	-17%	/	-12%
CCC(C)C(NC(=O)C1CCC(C)CC1)C(=O)NC1CCN(Cc2ccccc2)CC1 (stereo not drawn)	/	2%	1%
NC(=O)c1cc2cc(Br)ccc2o/c1=N/NC(=O)c1cccc(F)c1	18%	-2%	-2%
CN(Cc1ccccc1)C(=O)CN1C(=O)NC(C)(c2ccc(Cl)cc2)C1=O (stereo not drawn)	-8%	-14%	-1%
O=C(c1ccccc1)N1CCCC(C(=O)N2CCCCCC2)C1 (stereo not drawn)	-2%	3%	-1%
Cc1cc(/C=C(/C#N)C(=O)O)c(C)n1CCC(C)C	3%	?	-3%
CC1CC(C)CN(CC(=O)Nc2ccc3c(c2)OCCO3)C1 (stereo not drawn)	1%	-2%	-2%
COCCOC(=O)c1c(NC(=O)CN2c3ccccc3CC2C)sc(C(N)=O)c1C (stereo not drawn)	-9%	-11%	-3%
O=C(Cc1ccccc1)N/N=C/c1cccc([N+](=O)[O-])c1	6%	1%	-2%
COc1ccc(-n2nnnc2CNC(=O)C(=O)c2c(C)[nH]c3ccccc23)cc1	8%	-7%	-8%
NS(=O)(=O)c1cccc(NC(=O)CSc2nnc(-c3ccccc3F)n2C2CC2)c1	0%	-2%	3%
O=[N+]([O-])c1cc(Br)c(O)c(C=Nc2ccc(N3CCOCC3)cc2)c1	5%	1%	-1%
CC(C)(C)OC(=O)COc1cc(O)c2c(=O)cc(-c3ccccc3)oc2c1	-23%	?	-15%
COC(=O)c1coc(-c2ccc(OC)cc2)c1C(=O)OC	0%	15%	-13%
Cc1cccc(NS(=O)(=O)c2cc3c(cc2C)N(C)CCO3)c1	-13%	-1%	-1%
c1ccc2sc(N3CCN(Cc4ccc5c(c4)OCO5)CC3)nc2c1	/	1%&12%	7%&7%
COc1ccc(C2=CSC3=NCCN23)cc1OC	-5%	0%	1%
